Screening data as filed in PubChem.
All columns: NCI-60 one-dose screen, growth in % after 48 h at 10 µM unless noted; 100 = growth as untreated, 0 = no growth, -100 = all killed.
HCT-116 – HCT-116 colon cancer; actives 7.3% (n = 82,000); AID 1794798
NCI-H322M – NCI-H322M lung cancer; actives 2.7% (n = 80,000); AID 1794733
COLO 205 – COLO 205 colon cancer; actives 7.3% (n = 79,000)
NCI-H226 – NCI-H226 lung cancer | actives 3.5% (n = 79,000)
NCI/ADR-RES – NCI/ADR-RES ovarian cells; actives 4.4% (n = 81,000)
NCI-H23 – NCI-H23 lung cancer. actives 4% (n = 80,000)
NCI-H460 – NCI-H460 lung cancer; actives 6.8% (n = 82,000)
NCI-H522 – NCI-H522 lung cancer. actives 8% (n = 78,000). AID 1794739
HCT-15 – HCT-15 colon cancer. actives 5.2% (n = 82,000)
Starred values were filed as active, the others as inactive; nt = not tested or not shown; & = joins results of further samples; [ ] = remark or other dose. How the source made its calls: active means growth percent below 10; inactive means the rest.

The line under a structure holds: HCT-116, NCI-H322M, COLO 205, NCI-H226, NCI/ADR-RES, NCI-H23, NCI-H460, NCI-H522, HCT-15
> CCCCCCCCCC1OCC(C)(C)CO1
    112, 97, 111, 97, 106, 92, 104, 101, 115
> CCC1(c2ccccc2)C(=O)Nc2ccc(C(F)(F)F)cc21 (stereo not given)
    86, 95, 103, 99, 97, 94, 100, 78, 100
> COc1ccc(-c2cc(-c3cc(OC)ccc3OC)nc3sc(C(C)=O)c(N)c23)cc1
    72, 99, 76, 81, 79, 83, 94, 74, 64
> COc1cc(/C=C2\N=C(c3ccccc3)N(c3ccc(-c4nc5ccc(C)cc5s4)cc3)C2=O)ccc1O
    100, nt, nt, 82, 96, 100, 97, 67, 100
> COc1cc(NCCCNC(C)C)c2nccc(C)c2c1
    100, 116, 100, 127, 99, 102, 111, nt, 102
> Nc1c(C(=O)c2ccc(Br)cc2)sc2nc3c(cc12)CCC3
    80, 84, 97, 63, 84, 95, 82, 58, 84
> Cc1ccc(SC2Cc3ccccc3C2)cc1
    108, 94, 102, 106, 108, 109, 119, 119, 97
> CN(CC(=O)Nc1sc2c(c1C#N)CCCCC2)Cc1ccccc1
    86, 93, 98, nt, 95, 83, 110, 76, 89
> Oc1ccc(Cl)cc1/C=N\NC(=S)N/N=C/c1cc(Cl)ccc1O
    16, 34, 42, 33, 15, 50, 15, -7.2*, 23
> Nc1nc(N=Nc2ccc(O)cc2)cc(=O)[nH]1
    112, 104, 106, 114, 95, 101, 107, 112, 101
> C=CCn1c(SCC(=O)Nc2ccccc2)nnc1-c1ccc(Cl)cc1
    100, 93, 109, 91, 81, 82, 94, 90, 91
> CC1=C(Cl)C(=O)c2cc(C)ccc2C1=O
    106, 94, 114, 86, 105, 100, 115, 93, 100
> c1ccc(C2OCC3(CO2)COC(c2ccccc2)OC3)cc1 (stereo not given)
    105, 120, 125, 111, 107, 104, 106, 112, 110
> N/C(=N\c1nc2ccccc2s1)NC(=O)Nc1cccc2ccccc12
    0.3*, 42, 3.5*, 67, -7.2*, 30, 11, 5.3*, 19
> O=C(O)c1ccc(-c2nn(-c3ccc(C(F)(F)F)cc3)cc2CNc2ccc(C(=O)O)c(C(F)(F)F)c2)cc1
    106, 106, 119, 113, 103, 105, 103, 96, 103
> O=C1OC(c2nc3ccccc3s2)=C/C1=C\c1ccccc1
    103, 96, 101, 101, 108, 101, 101, 100, 107
> CCCCS(=O)(=O)NC(=O)Nc1ccc(Cl)cc1
    96, 72, 93, 93, 88, 94, 82, 86, 67
> CCc1nc(N)c(C)c(CC)n1
    111, 109, 121, 114, 112, 111, 112, 100, 96
> O=C1C2CC3C(CC2C(=O)[N]1[Sn]([c]1ccccc1)([c]1ccccc1)[c]1ccccc1)C1(Cl)C(Cl)=C(Cl)C3(Cl)C1(Cl)Cl (stereo not given)
    -84*, nt, -87*, -44*, -55*, nt, -82*, -94*, -88*
> CCN(CC)CC(=O)Sc1nc(-c2ccco2)cc(-c2ccc(Cl)cc2Cl)n1
    76, 108, 113, 91, 93, 98, 107, 95, 97
> COCCOc1cc2ncnc(N3CCN(c4cc(S(C)(=O)=O)c(C)cc4Cl)CC3)c2cc1OCCOC
    103, 105, 97, 81, 83, 82, 102, 91, 96
> COc1nc(Cl)nc(OC)n1
    104, 94, 118, 103, 97, 97, 109, 84, 109
> OCC(c1ccccc1)c1ccccc1
    109, 108, 111, 106, 111, 102, 99, 83, 110
> COc1cc(-c2nc3ccccc3[nH]2)ccc1OCC(=O)NNC(=O)NCc1ccccc1
    100, 91, 107, 92, 100, 93, 111, 90, 100
> COc1ccc(C(=O)C2OC3=C(C(=O)CC(C)(C)C3)C2c2cccc(Oc3ccccc3)c2)cc1 (stereo not given)
    85, 95, 110, 87, 93, 97, 97, 76, 89
> CCOc1cc(N)ccc1C(=O)NCCCN(CC)CC
    98, 100, nt, 94, 94, 88, 110, 98, 106
> CC(C)c1ccccc1C1CCCCC1
    94, 98, 111, 103, 105, 111, 115, 95, 88
> COc1cccc(OCC(O)CN2CCN(c3ccc(Cl)cc3)CC2)c1 (stereo not given)
    95, 101, 107, 100, 109, 99, 86, 79, 95
> O=C1/C(=C/C2=Cc3ccccc3OC2)SC(=S)N1c1ccc2c(c1)OCO2
    101, 98, 111, 98, 103, 96, 106, 96, 98
> CCOC(=O)c1csc(NC(=S)Nc2ccc(Oc3ccccc3)cc2)n1
    76, 86, 109, 86, 90, 95, 94, 62, 82
> COc1ccc(/C=C/c2nc(Nc3ccc(C(=O)/C=C/c4ccc(Cl)cc4)cc3)c3ccccc3n2)cc1
    98, 96, 112, 75, 105, 99, 100, 92, 100
> NCCCBr
    101, 128, 100, 102, 116, 105, 109, 85, 101
> COc1cc(-c2nc(SCC(C)C)nc(Nc3ccc(S(N)(=O)=O)cc3)c2C#N)cc(OC)c1OC
    92, 94, 99, 105, 96, 106, 104, 89, 94
> COc1ccc(OC)c(-c2cc(-c3ccc(Cl)cc3)c(C#N)c(SCC(=O)c3ccc(Cl)cc3)n2)c1
    78, 89, 106, 80, 92, 80, 93, 69, 99
> c1ccc(-c2nc3sc(-c4ccccc4)cn3n2)cc1
    89, 88, 94, 72, 86, 83, 93, 81, 92
> O=C(Cc1ccc(/C=C/C(=O)c2nccs2)cc1)Nc1ccc(F)cc1
    100, 91, 111, 101, 95, 89, 96, 87, 91
> Nc1c(O)cc(S(=O)(=O)O)c2ccccc12
    99&95, 117&100, 109&109, 108&99, 103&100, 94&93, 107&107, 96&88, 111&105
> COc1cccc(-c2cc(-c3ccc(NC(=O)c4ccccc4)cc3)[nH]c(=O)c2C#N)c1
    100, 91, 122, 93, 96, 101, 101, 99, 95
> O=C(CCCCCCCn1cc(-c2cccnc2)nn1)Nc1ccccc1-c1ccccc1
    0.7*, 65, nt, 55, 24, 64, 29, 27, 24
> COc1cc(C2=NN(C=O)C(c3cccc(Nc4ccnc5cc(C(F)(F)F)ccc45)c3)C2)cc(OC)c1OC (stereo not given)
    58, 66, 57, 64, 55, 60, 44, 53, 49
> COc1cc(-c2cc(-n3nnnc3-c3ccccc3)no2)cc(OC)c1OC
    102, 111, 108, 102, 95, 104, 102, 96, 104
> CCC(=O)N1C/C(=C/c2ccc(Br)cc2)C(=O)/C(=C/c2ccc(Br)cc2)C1
    -88*, -27*, -93*, -63*, 10, -46*, -47*, -80*, -32*
> O=C1C(c2c[nH]c3ccccc23)=C(c2coc3ccc(F)cc23)C(=O)N1O
    99, 95, 107, 78, 103, 91, 92, 80, 96
> CCN1CCN(c2cc(C(=O)Nc3cccc(Nc4ccc5c(OC)cccc5n4)c3)cc(C(F)(F)F)c2)CC1
    24, 26, -77*, 45, 9.7*, 45, -49*, -45*, -16*
> Oc1ccc(NCc2ccccc2)cc1
    106, 108, 112, 100, 83, 91, 92, 85, 93
> CC(=O)c1cnn(-c2ccccc2)c1C
    99, 103, 122, 110, 107, 103, 110, 94, 105
> CC/C(=C(/c1ccc(Cl)cc1)c1ccc(OCCN(CC)CC)cc1)c1ccc(OC)cc1
    34, 67, 22, 80, 70, 49, 17, 67, 17
> CN1C2CCC1/C(=C\c1ccc(Cl)cc1)C(=O)/C2=C/c1ccc(Cl)cc1
    17, 72, 42, 74, 44, 62, 47, 55, 54
> N#Cc1c(-c2ccccc2Cl)c2c(Br)cc3ccccc3c2oc1=O
    76, 103, 88, 88, 102, 99, 103, 81, 100
> CCOC(=O)C1=C(C(=O)OCC)N(c2ccccc2Br)C(N)=C(C#N)C1c1cc(=O)[nH]c2ccccc12 (stereo not given)
    102, 105, 114, 90, 103, 91, 100, 90, 98
> CCCCOc1ccc(Nc2cc(Cl)ccc2C(=O)O)cn1
    92&94, 105&110, 103&119, 97&109, 97&90, 93&103, 99&104, 98&46, 89&104
> O=c1[nH]c(=O)n(C2OC(CO)C(O)C2O)cc1N1CCOCC1 (stereo not given)
    100, 111, 103, 108, 110, 106, 110, nt, 113
> COc1ccccc1NC(=O)Oc1ccc(C#N)cc1
    101[100 µM], 98[100 µM], 117[100 µM], 95[100 µM], 100[100 µM], 98[100 µM], 102[100 µM], 90[100 µM], 99[100 µM]
> N#Cc1c(N2CCNCC2)nc2sc3cc(Cl)c(Cl)cc3n2c1=O
    106, 113, 101, 107, 113, 111, 92, 88, 101
> COc1ccc2cc([C@H](C)C(=O)N/N=C/c3cccc(F)c3)ccc2c1
    99, 97, 105, 88, 85, 93, 98, 89, 93
> CC1=C(/C=C/C(C)=C/C=C/C(C)=C/C=O)C(C)(C)CCC1
    99, 90, 113, 94, 99, 99, 108, 101, 110
> COc1ccc(C)cc1NC(=O)CC(C)=O
    102, 106, 122, 106, 105, 106, 111, 98, 100
> Cc1cc(C2(c3cc(C)c(OCC(O)CO)cc3C(C)C)OC(=O)c3ccccc32)c(C(C)C)cc1OCC(O)CO (stereo not given)
    41, 88, 105, 85, 75, 83, 65, 65, 54
> NC(=S)Nc1ccccc1-c1ccccc1
    102, 102, 129, 93, 107, 104, 107, 104, 108
> COC(=O)c1cc(NC(=O)OCc2ccccc2)nn1C
    92, 109, 106, 104, 100, 93, 121, nt, 106

(listing goes on)
The line under a structure holds: HCT-116, NCI-H322M, COLO 205, NCI-H226, NCI/ADR-RES, NCI-H23, NCI-H460, NCI-H522, HCT-15
> Cc1ccc(S(=O)(=O)c2nc(S(=O)(=O)c3ccc(C)cc3)c(N3CCN(C)CC3)s2)cc1
    47, 67, 78, 67, 44, 56, 40, 15, 25
> NC1=Nc2cc(OCCCN3CCCC3)c(OCC3CC3)cc2C12CCCC2
    83, 101, 69, 84, 101, 92, 98, 55, 110
> Cc1cc(C)c(C#N)c(OCc2ccc(Cl)cc2Cl)n1
    82, 91, 101, 95, 101, 89, 101, 81, 97
> CN1C(=O)C2=C(NCCN(C(=O)[C@H](Cl)c3ccccc3)C2c2ccc(Cl)c(Cl)c2)C1(C)C (stereo not given in full)
    52, 75, 100, 94, 89, 77, 58, 47, 56
> Cc1ccc([N+](=O)[O-])c(N)n1
    100, 94, nt, 88, 102, 99, 113, 87, 100
> CC(C)(C)n1cc(-c2ccnc(NCCNS(=O)(=O)c3ccccc3)c2)c(-c2cccc(O)c2)n1
    47, 78, 6.6*, 60, 75, 70, 37, 58, 9.2*
> CSc1nc2nc3c(c(-c4ccc(C)cc4)c2c(=O)[nH]1)CN(C)C/C3=C\c1ccc(C)cc1
    101, 103, 121, 102, 95, 88, 111, 93, 116
> O=C(c1nn(-c2ccccc2)c2c1CC(NCc1ccc(F)cc1)CC2)N1CCCCC1 (stereo not given)
    91, 98, 108, 103, 94, 95, 117, 89, 99
> COC(CCN(C)Cc1ccccc1)N1CCCC1=O (stereo not given)
    102, 113, 107, 105, 100, 112, 112, 119, 101
